Wnt bcat act: activators of Wnt/beta-catenin signaling | Wnt/beta-catenin reporter cell assay, activator, plate reader | activation, % at 9.35 µM | 300,000 tested, 1.2% active | AID 743398; in the data active = activation above about 30%, passing the limit was not always enough;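 note: 0% = neutral control wells and 100% = positive control wells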
* hit, by the source's call. An excerpt, so the mix of outcomes need not match the whole.

SMILES | Wnt bcat act
COc1cccc(OC)c1C(=O)OCC(=O)NCCNC(=O)COC(=O)c1c(OC)cccc1OC | -1.3
CCCC(=O)N1CCC1(C)C(=O)Nc1ccccc1-c1ccccc1 (centres undefined) | -5.6
Cn1c(NCCOc2ccccc2Cl)nc2cc(-c3ccc(F)cc3)sc2c1=O | -3.0
Cc1cc2nc(-c3cccc(Br)c3)c(CC(C)(C)C)n2c(C)c1Br | -7.7
Cc1ccc(S(=O)(=O)N2C[C@H]3[C@H]4C(=O)N(c5ccccc5)C(=O)[C@H]4C[C@H](OC(=O)Nc4cccs4)[C@@]3(O)C2)cc1 | -1.0
Cc1c(Br)cccc1NC(=O)C1(C)CCN1Cc1ccccc1OC(F)F (centres undefined) | -1.9
COCCNC(=O)C1(C)CCN(C(=O)c2sccc2C)C1 (centres undefined) | 0.2
Cc1noc(C)c1NC(=O)N(C)C[C@H]1OCCCC[C@@H](C)Oc2ccc(NC(=O)c3ccccc3)cc2C(=O)N([C@H](C)CO)C[C@@H]1C | -1.5
O=C1NCCCN1C1OC(CO)C(O)C1O (centres undefined) | -7.0
Cc1nc2ccccc2c(=O)n1/N=C/c1cn[nH]c1-c1ccccc1 | -0.7
COC(=O)c1ccc2nc(-c3ccc(OC)c(OC)c3)c(Cc3ccsc3)n2c1 | -1.3
COc1ccc(CN(C)C(=O)/C=C/[C@H]2O[C@@H](n3cnc4c(N)ncnc43)[C@H](O)[C@@H]2O)cc1OC | -1.5
CCc1nc2ccc(C(=O)N3CCN(C(=O)c4ccco4)CC3)cn2c1N(C)C(=O)Nc1ccccc1OC | -1.8
CCOC(=O)C1=CC[C@@H](c2ccccc2)N(S(=O)(=O)c2ccc(C)cc2)[C@H]1C | -1.8
CCNC(=O)C1CCCN(C(=O)c2ccccc2)CC1 (centres undefined) | -0.9
COc1cccc(CNC(=S)Nc2ccc3c(c2)c(=O)n(C)n3Cc2ccc(F)cc2)c1 | -4.6
S=C(CSc1ccccc1)Nc1cccc2ccccc12 | -1.5
C#CCN(C[C@@H]1[C@@H](OC(=O)NCc2ccc(OC)c(OC)c2)[C@@H](OC(=O)NCc2ccc(OC)c(OC)c2)Cn2c(=O)n(CCCCCC)c(=O)n21)S(=O)(=O)c1ccc(C)cc1 | -1.7
COc1cccc(CNc2nc3cc(-c4cccc(Cl)c4)sc3c(=O)n2C)c1 | -1.4
NC(=O)c1ncn([C@@H]2O[C@H](C(=O)N[C@H](Cc3c[nH]c4ccccc34)C(=O)NCC(=O)N3CCCCC3)[C@@H](O)[C@H]2O)n1 | -1.2
O=C(NCCc1cn[nH]c1)c1ccc2oc(CCc3ccccc3)nc2c1 | -1.2
N#Cc1cccc(NC(=O)c2cc(C3CCCCN3C(=O)CCc3ccccc3)on2)c1 (centres undefined) | -1.1
CNC[C@@H]1OCc2cnnn2CCCC(=O)N([C@@H](C)CO)C[C@H]1C | -0.9
CCCNC(=O)C1(C)CCCN(CCOc2ccccc2)C1 (centres undefined) | -2.2

Random excerpt: seven records from the list.
SMILES | Wnt bcat act
N#Cc1cccc(NC(=O)c2cc(C3CCCCN3C(=O)CCc3ccccc3)on2)c1 (centres undefined) | -1.1
COc1cccc(CNc2nc3cc(-c4cccc(Cl)c4)sc3c(=O)n2C)c1 | -1.4
CCc1nc2ccc(C(=O)N3CCN(C(=O)c4ccco4)CC3)cn2c1N(C)C(=O)Nc1ccccc1OC | -1.8
CCCNC(=O)C1(C)CCCN(CCOc2ccccc2)C1 (centres undefined) | -2.2
C#CCN(C[C@@H]1[C@@H](OC(=O)NCc2ccc(OC)c(OC)c2)[C@@H](OC(=O)NCc2ccc(OC)c(OC)c2)Cn2c(=O)n(CCCCCC)c(=O)n21)S(=O)(=O)c1ccc(C)cc1 | -1.7
CNC[C@@H]1OCc2cnnn2CCCC(=O)N([C@@H](C)CO)C[C@H]1C | -0.9
COc1cccc(CNC(=S)Nc2ccc3c(c2)c(=O)n(C)n3Cc2ccc(F)cc2)c1 | -4.6

(next part)
SMILES | Wnt bcat act
CNc1nc(NCc2cccc(OC)c2)c2sccc2n1 | -6.8
COc1ccccc1CCNC(=O)c1c(N)[nH]c(C(=O)c2ccccc2)c1-c1ccc(Br)cc1 | -3.3
CC(=O)NCCNC(=O)C1(C)Cc2c(-c3cccc(C(N)=O)c3)ccnc2O1 (centres undefined) | -0.9
CCCCN(CCCC)C(=O)c1sc2nc(N3CCOCC3)c3c(c2c1N)CCCC3 | -2.0
CCc1nc2ccc(C(=O)N(C)CCN(C)C)cn2c1N(CC)C(=O)NCCc1ccccc1 | 0.0
COc1ccc(C(=O)N2CCCC(c3cc(C(=O)NCc4ccc(F)cc4)no3)C2)cc1 (centres undefined) | -6.0
Cc1ccccc1CNC(=O)c1[nH]c(C(F)(F)F)nc1-c1ccccc1 | -0.1
CC(C)n1nnnc1C1c2ccccc2C(=O)N1CCc1ccc(O)cc1 (centres undefined) | -2.9
COc1cccc(CNc2nc3cc(-c4ccsc4)sc3c(=O)n2C)c1OC | 0.3
CNC(=O)C[C@H]1C(=O)N(CCc2ccccc2)C[C@@H]1C | -3.1
O=C(C[C@H]1C(=O)N(CCc2ccccc2)C[C@@H]1c1ccccc1)Nc1ccccc1 | -1.9
c1ccc2c(c1)OCc1nccn1-2 | -0.2

Three entries from above, ordered by their value in Wnt bcat act, smallest number first.
SMILES | Wnt bcat act
COc1ccccc1CCNC(=O)c1c(N)[nH]c(C(=O)c2ccccc2)c1-c1ccc(Br)cc1 | -3.3
CC(C)n1nnnc1C1c2ccccc2C(=O)N1CCc1ccc(O)cc1 (centres undefined) | -2.9
CCCCN(CCCC)C(=O)c1sc2nc(N3CCOCC3)c3c(c2c1N)CCCC3 | -2.0

Other entries
SMILES | Wnt bcat act
CC1NC(=O)c2cc3ccccc3cc2-n2c1nc1ccccc1c2=O (centres undefined) | -2.0
COc1ccccc1CNC(=O)C(=O)c1cn(CC(=O)N2CCCCC2)c2ccccc12 | -1.6
CCCC[C@@H]1CNC(=O)C(=O)N1CC1CCCCC1 | -0.8
CC1(Oc2ccccc2-c2ccno2)CCN(Cc2ccc(-c3ccccc3)o2)C1 (centres undefined) | -0.9
COc1cccc(-c2cnc(C(O)c3ccc(SC)cc3)[nH]2)c1 (centres undefined) | -2.5
Nc1[nH]c(C(=O)c2ccc(Cl)cc2)c(-c2ccc(Br)cc2)c1C(=O)NCCc1c[nH]c2ccccc12 | -2.8
COC(=O)[C@@]12C[C@@H](CC(=O)NCCC(C)C)C(=O)N(Cc3cccc4ccccc34)C1=CCC(C)(C)C2 | -5.0
COC(=O)c1cnc(SCc2ccc([N+](=O)[O-])cc2)n1C | 20.8
CC1=C(C(=O)Nc2cccc(C(=O)NCC(C)c3ccccc3)c2)SCCO1 (centres undefined) | 7.4
COc1cccc(S(=O)(=O)N(C)C[C@H]2OCc3cn(nn3)CCCC(=O)N([C@@H](C)CO)C[C@@H]2C)c1 | 2.1
CC1(C(=O)Nc2ccc3ccccc3c2)CCC(=O)N1C1CCN(Cc2ccccc2)CC1 (centres undefined) | -1.1
COC(=O)C1=C(C)N(Cc2ccccc2C(F)(F)F)C(=NCc2ccc3c(c2)OCO3)NC1CCc1ccccc1 (centres undefined) | -16.0
C(=C\c1ccccc1)/C=N/Nc1nncc(-c2ccccc2)n1 | -2.7
CCc1nc2ccc(C(=O)NCC3CCCCC3)cn2c1N(C)Cc1ccc(OC)cc1 | -3.8
Cc1ccc(S(=O)(=O)N2C[C@H]3[C@H]4C(=O)N(C5CCCCC5)C(=O)[C@H]4CC(=O)[C@H]3[C@@H]2c2ccccc2Cl)cc1 | -1.5
CCOc1ccc2[nH]c3c(N4CCN(C(=O)c5ccco5)CC4)ncnc3c2c1 | 2.0
N/C(=N\c1nc2ccccc2o1)NC(=O)c1cccc(Br)c1 | 4.4
CCN(CC)Cc1c(C)[nH]c2ccc(NC(C)=O)cc2c1=O | -2.5
O=c1[nH]c2ccccc2c(=O)c2ccccc12 | -3.3
OC(c1ccccc1)(c1ccccc1)C1CCN(CCCOc2cccc(Cl)c2)CC1 | 18.6
CCCNC(=O)CSc1nnc(NC(=O)C2CC(=O)N(c3ccccc3OC)C2)s1 (centres undefined) | -0.9
COc1ccccc1-c1cnc(C(O)c2ccc(F)c(C)c2)[nH]1 (centres undefined) | -4.6
CNc1cncc(-c2cccc(C(=O)NCCN(C)C)c2)n1 | -1.3
COc1cc(OC)nc(Oc2cccc(Cl)c2C)n1 | 2.3
CCCS(=O)(=O)NC(=O)C1(C)CCN(C(=O)Cc2cccc(OC)c2)C1 (centres undefined) | -1.3
COC(=O)c1cn(C)c2ccc(S(=O)(=O)N(C)C3CCCCC3)cc2c1=O | -1.0
C=CCCC(=O)N1C[C@H]2CON(C)[C@H]2C[C@H]1c1cccc(N2CCOCC2)c1 | -0.5
CCCCN(C=O)c1c(CC)nc2c(OCc3ccc(Cl)cc3)cccn12 | -0.9
O=C(Nc1ccc(Cl)cc1C(=O)N1CCOCC1)c1cccc([N+](=O)[O-])c1 | -2.1
CCc1nc2ccc(C(=O)NCCCn3ccnc3)cn2c1N(C)C(=O)c1cccc(OC)c1 | 4.2
CCCCC(=O)N(C)c1c(C)nc2ccc(C(=O)N3CCN(C(=O)c4ccco4)CC3)cn12 | -4.2
Cc1ccc(S(=O)(=O)Nc2cc(-c3ccccc3)nn2C)cc1 | 2.6
CCCCNS(=O)(=O)c1cccc(NC(=O)[C@H]2C[C@H](O)[C@@H](CO)O2)c1 | -0.3
COc1cccc(-c2cnc(C(O)c3c(C)cc(C)cc3C)[nH]2)c1 (centres undefined) | -1.1
C[C@@H]1CN([C@@H](C)CO)C(=O)c2cc(Br)cnc2O[C@H]1CN(C)C(=O)c1ccccc1F | -2.1
COc1ccccc1NC(=O)C(C)OC(=O)C1CC(=O)N(Cc2ccco2)C1 (centres undefined) | -0.8
CC[C@H](NC(=O)[C@@H](Cc1ccccc1)NC(=O)[C@H]1O[C@@H](n2cnc3c(=O)[nH]c(N)nc32)[C@H](O)[C@@H]1O)c1ccccc1 | -0.4
CCC1Cc2[nH]c(=S)[nH]c(=O)c2C(c2ccc(F)cc2)O1 (centres undefined) | -1.9
CC(=O)Nc1c(-c2ccc(C)cc2)nc2ccc(Cl)cn12 | -2.1
COc1ccc(CN2C(=O)C(CC(=O)NCCc3ccccn3)CC(C(=O)N(C(C)C)C(C)C)=C2C)cc1 (centres undefined) | -1.3
COC(=O)c1ccc(-c2cccc(CN3CCN(c4ncc(Cc5ccccc5)cn4)CC3)c2)cc1 | -2.1
Cc1ccccc1S(=O)(=O)N1CCCc2nc(-c3ccc(F)cc3)ccc21 | 1.6
Cc1cccc(C)c1C(O)c1ncc(-c2ccc(Cl)cc2)[nH]1 (centres undefined) | -1.9
CCOC(=O)C1(C)CCCN(C(=O)c2ccc(C)c(F)c2)C1 (centres undefined) | -1.3
COCCNC(=O)C1(C)CCCN(Cc2cccc(OC(=O)c3ccccc3)c2)C1 (centres undefined) | -3.9
C[C@H]1CN([C@@H](C)CO)S(=O)(=O)c2ccc(Br)cc2O[C@H]1CN(C)C(=O)NC1CCCCC1 | -2.6
O=C(NCCc1c[nH]c2ccccc12)OC1CC2CC1[C@H]1CCCCN1C2=O (some centres undefined) | -0.4
COc1cc(-c2cnc3c(NC=O)cc(-c4cccc(C(=O)NCCN(C)C)c4)cn23)cc(OC)c1OC | 1.6
COc1ccc(-c2csc(C(NC(C)=O)c3ccccc3)n2)cn1 (centres undefined) | -2.0
CCCOc1ccc(F)cc1-c1cc(C(=O)Nc2ccc(F)c(Cl)c2)[nH]n1 | -1.0
Fc1cccc(Cc2c(-c3cccc(Br)c3)nc3c(Cl)cc(C(F)(F)F)cn23)c1 | -0.8
Cc1ccnc(NC(=O)c2ccc(Cl)c(NC(=O)CCc3ccccc3)c2)c1 | -2.8
Cc1ccc(C(=O)Nc2cccc3cccnc23)cc1Br | 3.1
CC1(C(=O)NS(=O)(=O)c2ccc3c(c2)CCO3)CCN1C(=O)CCc1ccc(Cl)cc1Cl (centres undefined) | -1.1
CC(=O)Nc1cc(-c2ccc(N3CCN(C)CC3)cc2)cn2c(-c3ccc(F)c(Cl)c3)cnc12 | -1.5
Cc1cccc(CN(C)C[C@@H]2OCc3cnnn3CCCC(=O)N([C@H](C)CO)C[C@H]2C)c1 | -5.7
CN1OC[C@@H]2CN(CC3CCCCC3)[C@H](c3ccc(-c4ccc(C#N)cc4)cc3)C[C@@H]21 | -3.6
O=C(NCCCCC(NC(=O)c1ccccc1)C(=O)O)OCc1ccccc1 (centres undefined) | 0.5
COCCCNC(=O)C[C@@H]1C[C@@]2(C(=O)OC)CCCCC=C2N(Cc2ccc3c(c2)OCO3)C1=O | -0.1
CCOC(=O)c1ccc(NC(=O)NC2=NCCS2)cc1 | 5.0
Going on with the list.
SMILES | Wnt bcat act
C[C@H]1[C@@H](c2ccccc2)Oc2ccc(Cl)cc2S(=O)(=O)N1Cc1ccc(Cl)cc1 | 0.0
O=C1NC(c2ccc3c(c2)OCO3)c2c(-c3ccccc3)n[nH]c21 (centres undefined) | -4.3
COCCCNC(=O)c1cc(S(=O)(=O)N2CCC3(CC2)OCCO3)ccc1F | 0.2
Cc1ccc(C)c(NCCCCC(=O)O)c1 | -1.3
C[C@H]1CNC(=O)c2c(C(=O)N3CCN(c4ccccc4)CC3)ncn21 | 3.2
Clc1ccc(CSc2nnc(-c3ccccn3)n2Cc2cccs2)cc1Cl | -0.5
CCOC(=O)CN1C(=O)[C@]2(OCCC=C[C@H]2C)c2cc(OC)ccc21 | 0.4
CCCS(=O)(=O)NC(=O)C1(C)CCCN(C(=O)c2c(-c3ccccc3)noc2C)C1 (centres undefined) | 0.4
CC(=O)Nc1ccc(NC(=O)C2(C)Cc3c(-c4cccc(C(F)(F)F)c4)ccnc3O2)cc1 (centres undefined) | -1.9
Cc1cccc(-n2ncc3c2CCCC3NC(=O)c2ccncc2)c1C (centres undefined) | -8.8
O=C(CN1CC[n+]2c(-c3ccccc3)csc21)c1ccc(Br)cc1 | -1.0
Nc1[nH]c(C(=O)c2ccccc2)c(-c2ccncc2)c1C(=O)NCc1ccc(Cl)cc1 | -2.7
Cc1ccccc1-c1cnc(C(O)c2cc(Cl)cc(Cl)c2)[nH]1 (centres undefined) | -7.4
NS(=O)(=O)c1ccc(OCCCN2CCC(C(O)(c3ccccc3)c3ccccc3)CC2)cc1 | -2.0
CN(C)Cc1csc(NC(=O)Nc2cccc(Cl)c2)n1 | 0.0
CCCCc1c(-c2ccccc2OC)ncn1Cc1cccc(-c2ccccc2)c1 | -3.8
CC(C)N(Cc1nccn1C)C(=O)C1CCC(=O)N(CCc2ccccc2)C1 (centres undefined) | -2.8

Source: PubChem (Broad Institute)
